Screening data (PubChem BioAssay)
Dengue-2 NS5 capping: Dengue-2 NS5 methyltransferase inhibitors, primary screen, biochemical, confirmation dose response (AID 588689) | Dengue-2 NS5 methyltransferase capping enzyme assay, biochemical; higher % means a stronger effect | inhibition, % at 25 µM; hits with a dose series show IC50 in µM | 340,000 tested, 0.3% active; in the data active = a potency from the dose series
NTR1 ag: agonists of NTR1, primary screen, imaging, U2OS cells, beta-arrestin-GFP, high content (AID 493036) | Neurotensin receptor type 1 (Homo sapiens), P30989 | NTR1-U2OS beta-arrestin-GFP spot imaging, agonist mode | activation, % at 20 µM | 330,000 tested, 0.17% active;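 active = activation at or above 40% of the spot to cytoplasm intensity ratio, with at least 20 cells analyzed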;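 also: 0% = DMSO without peptide and 100% = 100 nM NTR1 peptide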
Target sequence (P30989 whole entry, looked up): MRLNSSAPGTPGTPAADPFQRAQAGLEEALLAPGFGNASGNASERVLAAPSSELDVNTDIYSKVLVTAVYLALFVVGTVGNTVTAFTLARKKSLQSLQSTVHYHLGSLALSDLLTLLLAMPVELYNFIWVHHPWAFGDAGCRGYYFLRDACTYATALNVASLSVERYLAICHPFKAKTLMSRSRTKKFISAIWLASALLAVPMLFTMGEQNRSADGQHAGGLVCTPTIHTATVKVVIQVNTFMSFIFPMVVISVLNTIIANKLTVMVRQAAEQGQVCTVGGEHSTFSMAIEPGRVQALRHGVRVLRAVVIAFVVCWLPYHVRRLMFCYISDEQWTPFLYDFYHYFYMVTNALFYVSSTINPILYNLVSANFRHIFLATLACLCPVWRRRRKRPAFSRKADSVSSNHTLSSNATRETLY
Rac1 GTP hydrolysis: MgcRacGAP GTPase-activating activity inhibitors, confirmation, biochemical, ADP Hunter fluorescence. inhibition, % at 30 µM, or IC50 in µM where a hit was titrated. AID 624330, 2012. MgcRacGAP-stimulated Rac1 GTP hydrolysis, ADP Hunter fluorescence; higher % means a stronger effect; GST-tagged Rac1 F28L mutant substrate. Rac GTPase-activating protein 1 (Homo sapiens). 340,000 tested, 0.6% active;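 active = first-screen hits whose inhibition reached a set limit at any dose in the follow-up dose series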;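 also: fluorescence reports GDP produced by GAP-driven GTP hydrolysis; strong numbers were not always called active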
Yfh1-depleted yeast: enhancers of respiration in Yfh1-depleted yeast, dose response, Friedreich's ataxia, plus single-dose screen (AID 1465); S. cerevisiae Yfh1-off respiration, WST-1 reduction, 72 h; higher fold induction means a stronger effect; one-dose fold induction at 50 µM; EC50 in µM for titrated hits; 220,000 tested, 0.074% active;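 active = fold induction of absorbance versus untreated yeast above a set limit, then at least 30% activation at any dose in follow-up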;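 also: activators that raise dye reduction in frataxin-depleted yeast; strong numbers were not always called active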
GPR55 activation: GPR55 agonists via beta-arrestin recruitment, primary screen, imaging, U2OS cells, beta-arrestin-GFP redistribution (AID 1961) | U2OS GPR55 beta-arrestin-GFP redistribution imaging; higher % means a stronger effect | G-protein coupled receptor 55 (Homo sapiens) | 290,000 tested, 0.048% active | activation, % at 10 µM; hits with a dose series show EC50 in µM;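 active = activation above 40% with more than 50 cells counted in the well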;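 also: U2OS osteosarcoma cells stably expressing GPR55 and beta-arrestin-GFP; plate controls were DMSO negative control for no effect and LPI positive control for full effect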
GPR55 LPI antagonism: GPR55 antagonists blocking LPI-driven arrestin recruitment, primary screen, imaging, U2OS, beta-arrestin-GFP, LPI agonist (AID 2013). U2OS GPR55 beta-arrestin-GFP translocation imaging, LPI antagonism; higher % means a stronger effect. one-dose inhibition, % at 10 µM; IC50 in µM for titrated hits. 290,000 tested, 0.13% active;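 active = spots per cell inhibited over 60%, with over 100 cells counted and total cytoplasm intensity under 500,000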;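 also: U2OS cells stably carrying GPR55 and arrestin-GFP stimulated by 5 µM LPI near EC80; imaged beta-arrestin-GFP aggregate spots per cell after agonist stimulation; plate controls were LPI-stimulated DMSO wells for no effect and DMSO wells without LPI for full effect; some results filed as inactive read as strong as hits; confirmed hits need IC50 under 10 µM and bright autofluorescent wells are also inconclusive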
SV40 large T antigen: SV40 large T antigen inhibitors, biochemical (AID 1903); SV40 large T antigen ATPase/helicase inhibition assay; higher % means a stronger effect; one-dose inhibition, % at 20 µM; IC50 in µM for titrated hits; 310,000 tested, 0.39% active; in the data active = a potency from the dose series; also: strong numbers were not always called active
GPR35 antagonists: GPR35 antagonists blocking zaprinast-driven arrestin recruitment, primary screen, imaging, U2OS, beta-arrestin-GFP, zaprinast agonist (AID 2058); G-protein coupled receptor 35 (Homo sapiens); U2OS GPR35 beta-arrestin-GFP translocation imaging, zaprinast antagonism; higher % means a stronger effect; inhibition, % at 10 µM, or IC50 in µM where a hit was titrated; 290,000 tested, 0.052% active;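 active = inhibition of at least 50% with at least 30 cells and total cytoplasm GFP at most 10,000,000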
AID2073: inhibitors of Mint1-CaV2.2 protein interaction, biochemical, HTRF (AID 2073); Voltage-dependent N-type calcium channel subunit alpha-1B (Homo sapiens); 290,000 tested, 0.19% active; HTRF protein-protein interaction, Mint1-CaV2.2; higher % means a stronger effect; inhibition, % at 20 µM; hits with a dose series show IC50 in µM; in the data active = inhibition mostly above about 51%, no sharp cut-off; also: some results filed as inactive read as strong as hits
NTR1 ag cell count 20 µM: recorded beside NTR1 ag, whose call it bears; cell count; measured here: cell count, cytotoxicity flag
Dengue-2 NS5 capping pilot replicate: second read-out of Dengue-2 NS5 capping, no call of its own (marks repeat the call); inhibition, %; measured here: pilot screen replicate inhibition
* = called active by the depositor; i = inactive; x = not tested or not shown.

A first look (four entries):
SMILES	Dengue-2 NS5 capping	NTR1 ag	NTR1 ag cell count 20 µM	Rac1 GTP hydrolysis	Yfh1-depleted yeast	GPR55 activation	GPR55 LPI antagonism	SV40 large T antigen	GPR35 antagonists	AID2073	others
O=C(CN(C(=O)CCC(=O)Nc1nccs1)c1ccc(F)cc1)NCc1ccco1	1%	-1.6	60	7%	i	0.8%	3%	3%	16%	5%
O=C1COc2ccc(C(=O)COC(=O)/C=C/c3ccc(Br)o3)cc2N1	-11%	5.8	35	18%	x	x	x	46%	x	x
Cc1ccc(S(=O)(=O)N2CCCCC2)cc1NC(=O)c1ccc2c(c1)OCO2	-3%	-1.1	67	9%	i	0.5%	6%	4%	1%	5%
O=C(Nc1ccc(N2CCOCC2)c(Cl)c1)c1cc2ccccc2o1	2%	13	48	15%	i	1.0%	21%	7%	-11%	37%

Results, from the first entry:
SMILES	Dengue-2 NS5 capping	NTR1 ag	NTR1 ag cell count 20 µM	Rac1 GTP hydrolysis	Yfh1-depleted yeast	GPR55 activation	GPR55 LPI antagonism	SV40 large T antigen	GPR35 antagonists	AID2073	others
O=C(CN(C(=O)CCC(=O)Nc1nccs1)c1ccc(F)cc1)NCc1ccco1	1%	-1.6	60	7%	i	0.8%	3%	3%	16%	5%
O=C1COc2ccc(C(=O)COC(=O)/C=C/c3ccc(Br)o3)cc2N1	-11%	5.8	35	18%	x	x	x	46%	x	x
Cc1ccc(S(=O)(=O)N2CCCCC2)cc1NC(=O)c1ccc2c(c1)OCO2	-3%	-1.1	67	9%	i	0.5%	6%	4%	1%	5%
O=C(Nc1ccc(N2CCOCC2)c(Cl)c1)c1cc2ccccc2o1	2%	13	48	15%	i	1.0%	21%	7%	-11%	37%
COc1ccc(NC(=O)c2ccc(F)cc2)cc1S(=O)(=O)Nc1cc(C)ccc1Br	2%	14	73	7%	i	0.0%	-5%	6%	-4%	0%
N[C@@H](Cc1ccccc1)C(=O)N1CCC(C(=O)NCC(=O)Nc2ccc(F)cc2)CC1	9%	-0.1	82	-29%	x	-0.2%	-1%	-6%	-5%	0%
O=C(O)c1ccc(N2C(=O)c3ccc(C(=O)c4cccc([N+](=O)[O-])c4)cc3C2=O)cc1	-4%	-1.9	69	2%	i	1.1%	7%	7%	11%	4%
CC(=O)Oc1ccc(C2C3=C(CC(C)(C)CC3=O)Nc3cc4c(cc32)OCCO4)cc1 (stereo not drawn)	-2%	1.3	58	-3%	i	-0.3%	6%	4%	2%	41%
Cc1ccc(NC(=S)c2ccccc2)cc1	-9%	-0.6	61	4%	i	-0.3%	7%	2%	5%	-6%
O=C1CCCCN1CCCC(=O)N1CCCC(Nc2ccc(F)c(F)c2)C1 (stereo not drawn)	-1%	1.9	49	-4%	x	-0.1%	-10%	1%	16%	5%
COC(=O)C1=C(C)NC(C)=C(C(=O)OC)C1C(=O)OCc1nc2cc(C(=O)OC)ccc2c(=O)[nH]1	-5%	0.2	54	10%	x	x	x	8%	x	x
Cc1coc2cc3oc(=O)c(CC(=O)N(C)CC(=O)O)c(C)c3cc12	1%	0.5	96	13%	x	0.0%	1%	6%	14%	14%
COc1cc(/C=N/NC(=O)c2cccs2)ccc1OCc1ccccc1	-6%	9.1	67	-3%	i	-0.1%	-4%	0%	-5%	5%	Dengue-2 NS5 capping pilot replicate=-5.5
CC1Cc2nc(SCC(=O)Nc3ccc4c(c3)OCCO4)n(C)c(=O)c2S1 (stereo not drawn)	-4%	0.4	53	13%	i	-0.1%	-6%	6%	13%	-6%
CCCCCc1ccc(-c2ccc(C(=O)O)cc2)nc1	0%	2.7	85	7%	i	0.3%	4%	3%	-2%	22%
COc1ccc(-c2coc3cc(O)ccc3c2=O)cc1O	-5%	0.9	87	-4%	i	0.5%	4%	3%	-2%	12%
O=C(c1ccc2c(c1)OCCO2)C1CCN(C(=O)Nc2ccc(F)cc2)CC1	-9%	-0.8	60	3%	x	-0.2%	2%	-5%	-19%	4%
Cc1cc(NC(=O)COC(=O)c2oc3c(Cl)cccc3c2C)no1	-5%	-1.5	82	11%	i	0.8%	2%	13%	1%	9%
Cc1cc(OCC(=O)NC2CC(C)(C)NC(C)(C)C2)c2c(C)cc(=O)oc2c1	19%	1.4	65	6%	x	-0.1%	14%	5%	1%	22%
CN1C(=O)c2ccc(N(C)C)cc2C1=O	25%	1.1	51	-2%	i	0.2%	4%	13%	9%	0%
Cc1ccc(C(=O)c2ccccc2C(=O)OCC(=O)Nc2cccc([N+](=O)[O-])c2)cc1	-3%	6.0	65	1%	i	0.6%	10%	5%	4%	-6%
COc1ccc(Nc2nc(-c3cccs3)nc3ccccc23)cc1	1%	18	44	15%	i	-0.4%	2%	11%	14%	13%
O=C(Cn1cnc2c(oc3nc4c(cc32)CCCC4)c1=O)Nc1ccccc1	3%	-0.7	60	6%	x	0.4%	-3%	4%	31%	16%
CCC(c1nnc(SCC(=O)Nc2ccc(C(=O)N(C)C)cc2)n1Cc1ccccc1)N(C)C (stereo not drawn)	-3%	0.4	51	6%	x	0.0%	13%	3%	-1%	6%
CC(C)CC1(C)N=C(c2ccccc2)C(=S)N1 (stereo not drawn)	-5%	x	x	-10%	i	0.2%	13%	28%	9%	-31%
O=C(CN(C(=O)CNS(=O)(=O)c1ccc(F)cc1)c1ccccc1F)NCc1ccco1	-1%	0.2	43	3%	x	-0.2%	4%	9%	-1%	-1%
N#CC1=C(N)C(C#N)(C#N)C(c2cccnc2)C2CCCC=C12 (stereo not drawn)	x	1.6	62	x	i	-0.2%	-1%	14%	5%	-21%
OC(COc1ccccc1F)CN1CCC(Cc2ccccc2)CC1 (stereo not drawn)	2%	1.7	46	1%	x	1.3%	20%	8%	-14%	1%
O=C(Cc1nnc(NC(=O)Nc2ccc(Cl)cc2)s1)NCc1ccccc1	-11%	1.4	66	1%	i	0.1%	-6%	5%	5%	20%
Cc1cc(=O)oc2c1c(C)nn2-c1ccc(Cl)cc1	-5%	0.6	38	8%	i	-0.1%	13%	5%	-10%	-6%
Cc1ccc(OCC(=O)N/N=C2/SCC(=O)N2Cc2ccccc2)cc1	1%	-0.3	37	9%	i	0.5%	14%	12%	12%	-2%
O=[N+]([O-])c1ccc(-c2csc(N3CCc4ccccc4C3)n2)cc1	8%	0.2	61	-5%	i	1.1%	11%	6%	4%	-2%
CCN1C(=O)CS/C1=N\S(=O)(=O)c1ccc(Cl)cc1	-3%	0.4	63	0%	i	0.1%	-7%	0%	-5%	-4%
NC(=O)CC(NC(=O)Cc1ccc(Br)cc1)c1ccc(NC2CCCCCC2)c([N+](=O)[O-])c1 (stereo not drawn)	3%	30	98	6%	i	-0.1%	0%	20%	17%	31%
Cc1nc(SCC(=O)Nc2ccc(F)cc2)c2oc3ccccc3c2n1	-3%	1.0	42	8%	i	-0.2%	-3%	4%	-5%	14%
O=S(=O)(NCCOc1ccc(F)cc1)c1ccc2c(c1)OCCO2	-2%	-2.2	84	5%	i	-0.1%	4%	1%	6%	-4%
NNC(=O)C1=NOC(CNc2ncc(C(F)(F)F)cc2Cl)C1 (stereo not drawn)	-7%	-0.8	39	5%	i	-0.1%	-15%	-3%	7%	16%
Cc1ccc(S(=O)(=O)N(C)c2ccc(C(=O)O)cc2)cc1	-4%	-0.4	59	-6%	i	-0.1%	5%	18%	4%	-1%
Cc1cccc(NC(=O)c2ccc(S(=O)(=O)N(C)C)cc2)n1	-2%	0.1	45	7%	i	0.3%	-2%	10%	4%	2%
Cc1cc(C)c(C)c(S(=O)(=O)N2CCN(CC(=O)c3c(N)n(Cc4ccccc4)c(=O)n(C)c3=O)CC2)c1C	-6%	15	61	4%	i	0.2%	4%	19%	23%	2%
OC(c1ccc(Cl)cc1)c1nnc(-c2ccccc2)o1 (stereo not drawn)	1%	-2.0	56	6%	i	-0.2%	-2%	6%	-2%	-2%
O=C(Cc1ccccc1[N+](=O)[O-])NCCSCc1c(F)cccc1Cl	-2%	0.0	31	11%	i	-2.3%	9%	14%	-5%	-1%
c1ccc(CCNCC2COc3ccccc3O2)cc1 (stereo not drawn)	-4%	-1.2	80	x	x	-0.1%	14%	4%	12%	-2%
CSc1ccc(S(=O)(=O)NCCCOC(C)C)cc1	-13%	0.4	66	-2%	i	0.4%	-12%	2%	0%	14%
Cc1nc2cc(C(=O)OCC(=O)NC3CCS(=O)(=O)C3)ccc2n1-c1ccccc1 (stereo not drawn)	-3%	1.2	53	0%	i	-0.1%	-4%	15%	0%	8%
Cc1ccc(-c2ccc(=O)[nH]n2)cc1	1%	0.2	55	3%	x	-0.1%	5%	6%	-14%	14%
Cc1cc(N2CCCCC2)n2ncc(-c3ccccc3)c2n1	-1%	7.1	46	7%	i	-0.1%	-19%	1%	-13%	20%
COCCCn1c2nc3ccccc3nc2c2c(=O)n(Cc3ccc(Cl)cc3)cnc21	2%	8.7	81	14%	i	0.3%	2%	7%	13%	2%
O=C(Nc1cccc(Cl)c1)Nc1cccc(C(=O)O)c1	x	-0.5	54	x	i	0.5%	4%	7%	2%	13%
COc1ccc(CN2CC(C(=O)NCCCN3CCN(C)CC3)CC2=O)cc1 (stereo not drawn)	-3%	0.3	50	9%	i	-0.1%	5%	15%	0%	-6%
CSc1c(CC(=O)Nc2ccccc2)n(C)c2ccccc12	-11%	3.0	68	11%	x	0.2%	-1%	5%	-20%	-2%
COc1ccc(CCc2nnc(CCC(=O)N(C)Cc3ccnc4ccccc34)o2)cc1	5%	2.8	73	8%	i	-0.1%	4%	7%	-6%	2%
CC1CCCN(S(=O)(=O)c2ccc(N(C(=O)c3cnccn3)C(C(=O)NC3CCCCC3)c3cccs3)cc2)C1 (stereo not drawn)	2%	1.5	60	8%	i	-0.2%	3%	5%	-11%	5%
Cc1cccc2sc(N(CCCN(C)C)C(=O)CCS(=O)(=O)c3ccccc3)nc12	-26%	24	47	-11%	x	3.6%	-14%	x	15%	-18%
COc1ccccc1/C=C1\SC(=O)N(CC(=O)NCCCn2ccnc2)C1=O	1%	-0.8	61	8%	x	-0.1%	8%	15%	-5%	-4%
Cc1cccc(CS(=O)(=O)Cc2ccc(C(=O)NC3CCCC3)o2)c1	6%	0.0	81	9%	x	-0.1%	10%	x	-10%	-2%
